SSB-PriA inh = inhibitors of Klebsiella pneumoniae PriA binding to SSB C-terminal tail; hit rate 0.6% among 430,000; AlphaScreen SSBct-PriA binding, biotinylated peptide; inhibition, % at 33 µM; in the data active = inhibition mostly above about 37%, no sharp cut-off; inactive = mostly below about 20%;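 also: plate controls were negative control peptide for no effect and reference peptide for full effect; strong numbers were not always called active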
An asterisk follows results filed as active; i = inactive; & = joins results of further samples. Only part of the results is shown (hit frequency here may not be typical).

compound,SSB-PriA inh
O=C([C@H]1CC(=O)N(C2CCOCC2)C1)N1CCN(Cc2ccccc2)CC1,-4
COCc1ccc(C(=O)N2CCc3cc(S(=O)(=O)N(C)C)ccc32)o1,0
Cc1ccc(Cn2cccc(C(=O)Nc3ccc(F)c(F)c3)c2=O)cc1,-11
Cc1ccc(N=CC(C(=O)C(F)(F)F)=C(O)c2cccs2)cc1Cl,-9
COc1ccc(CCNC(=O)NCC2CCN(c3nc4ccccc4o3)CC2)cc1,-15
O=[N+]([O-])c1ccccc1OCC(=NO)c1ccccc1,1
O=C(Nc1nc(-c2ccc(Br)cc2)cs1)c1ccc2c(c1)OCCO2,-1
CCC(=O)N1CCCc2cc(NS(=O)(=O)c3ccc(OCC(C)C)cc3)ccc21,12
O=C(c1ccc2c(c1)OCO2)N1CCC(c2nnc(-c3ccco3)o2)CC1,-17
Cc1cccn2c(=O)cc(OCc3nc4ccccc4c(=O)[nH]3)nc12,-11
COc1ccc(/C=N/Nc2ccc([N+](=O)[O-])cc2[N+](=O)[O-])c(C(=O)O)c1OC,i
Cc1ccc(-n2ncc3c(SCC(=O)Nc4cccc(F)c4)ncnc32)c(C)c1,-5
CCN(CC)CCN(C(=O)c1ccc(S(=O)(=O)N2CCc3ccccc3C2)cc1)c1nc2c(OC)cccc2s1,26
O=S(=O)(/C=C/c1ccccc1)N1CCCSCC1CN1CCOCC1 (stereo unspecified),-4
COc1ccc(OCC(=O)NN=C2C=C(C)CC2)cc1,2
CCOC(=O)c1ccccc1NC(=O)CSc1nnc(Cc2ccc(OC)cc2)n1-n1cccc1,1
CCOc1ccc(S(=O)(=O)N=C(Nc2ccc(OC)cc2)c2ccccc2)cc1,2
COC(=O)c1ccccc1NC(=O)Cn1nc(S(=O)(=O)c2cccc(F)c2)ccc1=O,5
COc1ccc(C(=O)NN=Cc2ccc(OC)c(CSc3ccccn3)c2)cc1,1
Cc1ccc(-n2nc(C)c3c(Cl)c(C(=O)NCc4ccc(F)cc4)cnc32)cc1,-3
Cc1cc2ncc(CCCNC(=O)Cn3ncccc3=O)cn2n1,5
Cc1ccc(N2CC(C(=O)NCC(O)C3CCCCC3)CC2=O)cc1C (stereo unspecified),-10
Cc1nc(CSc2nc3sc4c(c3c(=O)n2-c2ccccc2)CCCCC4)cs1,2
CCOc1ccc(NC(=O)Cc2cc(-c3ccc(Cl)cc3)on2)cc1,-8
Cc1ccc(S(=O)(=O)Nc2ccc3c(c2)CCC(=O)N3Cc2ccccc2)cc1Cl,13
CN(C)c1ccc(CCCNC(=O)C(=O)Nc2ccccc2Cl)cc1,-13
Cc1nc2cc(NC(=O)CSc3ccc(Cl)cc3)ccc2s1,-16
Cc1cc2ncn(CCC(=O)N3CCCCCC3)c2cc1C,0
CC(C)CN1C(=O)C(C)(C)COc2ccc(NC(=O)C34CC5CC(CC(C5)C3)C4)cc21,22
CCOC(=O)c1csc(NN=C2CCCc3ccccc32)n1,7
Cc1cc2c(cc1C)NC(CC(=O)Nc1ccc(F)c(Cl)c1)C(=O)N2 (stereo unspecified),-3
CCOc1ccccc1N1CCN(C(=O)c2nnn(-c3ccc(F)c(C)c3)c2C)CC1,-7
CS(=O)(=O)c1ccc(CC(=O)Nc2sc3c(c2C(N)=O)CCCC3)cc1,-6
CCCCc1nnc(-c2cc3ccccc3n2CC(=O)NC[C@H]2CCCO2)o1,-11
Cc1oncc1C(=O)NCc1ccnc(-c2ccsc2)c1,-6
Cc1ccccc1N1CC(O)(c2ccc(Cl)cc2Cl)[N+]2=C1SCCC2 (stereo unspecified),15
O=C(NCC[C@H]1CCCCN1S(=O)(=O)c1cccs1)C(=O)NCc1cccs1,-16
CCc1nnc(C2CCN(C(C)=O)CC2)s1,3
O=c1c2cc(-c3cccs3)nn2ccn1Cc1nc(-c2ccc3c(c2)OCO3)no1,-8
Nc1nc(SCC(=O)N2CCCc3ccccc32)[nH]c(=O)c1NC(=O)c1ccco1,-12
COc1ccc(OC)c(S(=O)(=O)NCCn2ccnc2-c2ncccn2)c1,91*
CC(=NNC(=O)c1cccc2ccccc12)c1cccs1,-6
O=C(Cc1csc2nc(-c3ccc(F)cc3)cn12)NCCCN1CCCC1=O,7
CC(C)C(=O)Nc1ccc(S(=O)(=O)NCC[C@H](O)c2cccs2)cc1,-3
COc1cc(Cn2cc(CC(=O)Nc3ccc(C(N)=O)cc3)c3ccccc32)cc(OC)c1,-14
O=C(NCC(c1ccco1)N1CCc2ccccc2C1)c1ccc2c(c1)OCO2 (stereo unspecified),-1
Cc1ccc([C@H](CNC(=O)c2c(F)cccc2Cl)N2CCN(C)CC2)cc1,-6
COc1cccc(C(=O)NCC(=O)NN=Cc2cccs2)c1,-19
O=C(NC[C@H]1CCCN1c1ccccc1)c1cc(-c2ccco2)[nH]n1,47*
N#Cc1cccc(C(=O)NCc2ccc([C@@H](O)c3cccs3)s2)c1,-3
CCOC(=O)N1CCN(C(=O)CSc2nnc3[nH]c(=O)cc(-c4ccccc4)n23)CC1,-21
O=C(Nc1ccc2c(c1)N(C(=O)C1CC1)CCC2)c1ccc(F)cc1,-17
Cc1ccccc1Cn1nc2n(C)c(=O)c3ccc(C(=O)NC4CCCC4)cc3n2c1=O,-36
O=C(NCC#CCN1CCOCC1)NCc1ccc(Cl)cc1,1
Cc1ccc(S(=O)(=O)N2CCCc3ccc(NC(=O)C(=O)Nc4cc(F)ccc4F)cc32)cc1,-11
COc1ccc(OC)c(Nc2nc(CC(=O)NCCc3ccc(F)cc3)cs2)c1,26
O=C(NCC1CCN(S(=O)(=O)c2cccnc2)CC1)c1ccsc1,-4
O=C(NCCC1CCCCN1S(=O)(=O)c1cccs1)C(=O)NCc1ccccc1F (stereo unspecified),4
CCOc1ccc(/C=C2\SC(=S)N(CC(=O)NC34CC5CC(CC(C5)C3)C4)C2=O)cc1,22
COc1ccccc1C(=O)N1CCN(c2nccn2-c2ccc(C)cc2)CC1,68

(further entries)
compound,SSB-PriA inh
O=C(CSc1nnc(NC(=O)Cc2cccs2)s1)Nc1nccs1,-5
O=C(Nc1cnc(-n2ccnc2)nc1)c1ccncc1,-7
N#Cc1cccnc1N1CCOCC1,-21
Cc1cc(C)c2sc(NCc3ccccn3)nc2c1,-17&14
Cc1noc(C)c1CC(=O)N1CCN(c2cc(-n3cncn3)ncn2)CC1,6
CC(C)(C)c1ccc(-c2nnc3sc(-c4ccc(Br)o4)nn23)cc1,-11
O=C(CCc1ccc(C(F)(F)F)cc1)NCC1CCCN(c2nccs2)C1 (stereo unspecified),17
CCc1[nH]nc(S(=O)(=O)N2CCN(Cc3ccc4c(c3)OCO4)CC2)c1C(=O)OC,-3
CC1CCN(S(=O)(=O)c2ccc(NC(=O)c3sc4ccccc4c3Cl)cc2)CC1,-1
O=C(CN1CCC(c2nnc(-c3ccsc3)o2)CC1)NCc1ccco1,-1
COc1ccc(Cl)c(NC(=O)c2sc3nc(-c4cccnc4)ccc3c2N)c1,-19
O=C(Cc1cc(=O)[nH][nH]1)NN=C/C(Cl)=C/c1ccccc1,10
O=C(CSc1nnc(NC(=O)Cc2ccc(F)cc2)s1)NO,-2
O=C(NCc1ccncc1)[C@H]1CCCN(c2ccc(Sc3ccc(Br)cc3)nn2)C1,4
COc1ccccc1N1CCN(C(=O)CS(=O)(=O)c2ccc(Cl)s2)CC1,-2
Cn1nc(N2CCC[C@H](C(=O)Nc3nc4ccccc4[nH]3)C2)ccc1=O,-10
CC(=O)N1CC(C(=O)Nc2ccccc2C(N)=O)C1,-10
CCCn1c(SCC(=O)C(C#N)=C(C)N)n[nH]c1=O,0
Cc1cccc(OCC(=O)NN=C/C=C/c2ccco2)c1,3
COCC(C)NC(=O)CN1CCN(c2ccccc2)C1=O (stereo unspecified),-9
CC[C@@](CNC(=O)c1cc(C)oc1C)(OC)c1ccccc1,0
CCN(CC)c1ccc(NC(=O)Cn2cnc(-c3ccc(C)cc3)cc2=O)c(C)c1,-14
COc1ccccc1C(O)Cn1cc(C(=O)NC2CCc3ccccc32)nn1 (stereo unspecified),9
CSc1ccc(NC(=O)C2CCN(S(C)(=O)=O)CC2)cc1,8
CC(=NNc1c(F)c(F)c(Br)c(F)c1F)c1ccncc1,0
Cc1cc(=O)[nH]c(-n2nc(C)cc2NC(=O)c2snnc2C)n1,28
ON=C1CCSc2ccc(F)cc21,2
COc1ccc(/C=C\C(=O)Nc2cc(C)nn2-c2nc3c(cnn3-c3ccccc3)c(=O)[nH]2)cc1OC,-11
CC(=O)N1CCC(C(=O)NCc2cncc(-c3cccs3)c2)CC1,-12
Cc1ccc(CN2CCc3ncn(CC(=O)NCc4ccccc4F)c(=O)c3C2)cc1,-5
CO[C@@](C)(CNC(=O)Cc1ccccc1Cl)c1ccccc1F,9
Cn1nc(-c2ccc(F)cc2)cc1C(=O)NCC1CCN(c2ncccn2)CC1,-4
CC1Cc2cc(C(O)=C3C(=O)C(=O)N(CCN4CCOCC4)C3c3ccc([N+](=O)[O-])cc3)ccc2O1 (stereo unspecified),-9
Cc1ccc(S(=O)(=O)Cc2nc(-c3cccc(Br)c3)no2)cc1,-5
C=CCNC(=O)c1c(N)n(/N=C\c2cccc([N+](=O)[O-])c2)c2nc3ccccc3nc12,9
CC(=O)Nc1ccc2c(c1)CN(S(=O)(=O)c1ccccc1)CC2,-1
O=C(C1=COCCO1)N1CCCc2ccccc21,-5&-3
Cc1cc(C)n2c(SCC(=O)O)nnc2n1,-12
O=C(c1cc(=O)c2ccccc2o1)N(C(=O)N1CCCCC1)c1cccc(Cl)c1,-5
COc1cc(/C=C2\SC(=N)NC2=O)cc(Cl)c1O,-6
O=C1NC(=Nc2cccc(Cl)c2Cl)S/C1=C\c1ccc(O)cc1,4
O=C(CCn1cnc(-c2ccccc2)c1-c1ccccc1)NN=Cc1ccccc1O,24
Cc1ccccc1-n1ccnc1SCC(=O)NCc1ccc2c(c1)OCO2,21
O=C(NN=Cc1cccnc1)c1ccc(Cl)cc1Cl,-5
O=C([C@@H]1COCC(=O)N1Cc1cccs1)N1CCc2ccccc21,0
COc1ccc(F)cc1S(=O)(=O)NCc1ccc(C(=O)c2ccco2)s1,-5
Cc1ccc2c(CC(=O)Nc3ccc(F)cc3F)cc(=O)oc2c1,-4
Cc1oc(N=Cc2ccc(O)cc2O)c(C#N)c1C,-6
CCc1ccc(CC(=O)N=c2sc3cc4c(cc3n2CC)OCO4)cc1,-4
COc1ccc(Cl)cc1C(=O)NCCCN1CCN(c2ccccc2)CC1,-5
CC(C)(C)c1ccc(-c2nnc3sc(-c4cnccn4)nn23)cc1,51*
Cc1cc(NC(=O)c2ccccc2)cc(C)c1O,-8
COc1ccc(S(=O)(=O)N2CCC[C@H]2C(=O)Nc2nnc(-c3ccno3)o2)cc1,-7
COc1cccc2cc(-c3csc(NC(=O)CSc4ccc(F)cc4)n3)oc12,-11
Cc1ccnc2nc(C(=O)Nc3nc(-c4ccccc4Cl)cs3)nn12,38
Cc1nc(C)n(CC(=O)Nc2ccccc2C(F)(F)F)c(=O)c1C,8
COc1ccc(Cl)cc1S(=O)(=O)Nc1ccc2c(c1)C(=O)Nc1ccccc1O2,11
O=C(CN1CCN(Cc2ccc(Cl)cc2)CC1)NN=Cc1c[nH]c2ccccc12,13
Cn1cc(S(=O)(=O)NCCc2ccsc2)cn1,-12
Cc1ccc(SCc2c(C(=O)NN=Cc3ccc4c(c3)OCO4)nnn2-c2nonc2N)cc1,-14

Exported as labelled records: 4 of the compounds above.
canonical_smiles: COc1ccc(F)cc1S(=O)(=O)NCc1ccc(C(=O)c2ccco2)s1
- SSB-PriA inh: -5
canonical_smiles: Cc1ccc2c(CC(=O)Nc3ccc(F)cc3F)cc(=O)oc2c1
- SSB-PriA inh: -4
canonical_smiles: Cc1oc(N=Cc2ccc(O)cc2O)c(C#N)c1C
- SSB-PriA inh: -6
canonical_smiles: CCc1ccc(CC(=O)N=c2sc3cc4c(cc3n2CC)OCO4)cc1
- SSB-PriA inh: -4

New compounds follow:
compound,SSB-PriA inh
Cc1noc(CNC(=O)c2cnn3c2OCCC3)n1,-5
O=C(CNC(=O)C12CC3CC(CC(C3)C1)C2)N/N=C\c1ccc(Br)cc1,-12
O=C(NCC(O)c1csc2ccccc12)C(=O)Nc1cccc(N2CCCCC2=O)c1 (stereo unspecified),-10
CCOc1cc(C=NNC(=O)c2cccs2)cc([N+](=O)[O-])c1O,-24
COc1ccc(S(=O)(=O)CCC(=O)Nc2nc3c(Cl)cccc3s2)cc1,-14&2
Cc1cn2c3c(=O)n(Cc4ccc(Br)cc4)c(=O)n(C)c3nc2n1C,-12
O=C(CNC(=O)c1cccc(Br)c1)NN=Cc1ccc2c(c1)OCO2,-6
CN(C)[C@@H](CNC(=O)C(=O)Nc1ccccc1C#N)c1ccc2c(c1)CCO2,-3
CC(=NNS(=O)(=O)c1ccc(Cl)cc1)c1cccc(NC(=O)c2ccc(Cl)cc2Cl)c1,4
COc1ccc2cc(C(=O)NCC3CCN(C(=O)c4cccnc4)CC3)[nH]c2c1,-7
CSc1cccc(NC(=O)Cn2cc(C(C)=O)c3ccccc32)c1,-10
O=C(Cc1ccc(NS(=O)(=O)CCOc2ccccc2)cc1)NC1CC1,-6
Cc1cc(CNC(=O)CCn2ccc(=O)[nH]c2=O)no1,-4
CSc1ccc(C=NN2CCN(C)CC2)cc1,5
